CHO parental Ca: counter-screen: ATP calcium response change in parental CHO cells | inhibition, % at 5.6 µM | hit rate 0.63% among 330,000 | parental CHO-K1, ATP-induced calcium, Fluo-8 fluorescence | AID 463079;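 active = inhibition above that plate's mean sample inhibition plus 3 SD, cut at about 26% in these data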;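 also: 0% = ATP-challenged DMSO wells and 100% = DMSO wells without ATP; some compounds past the cut are filed as inactive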
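Material: parental CHO cells / Compound: single nominal dose of 5.6 µM per compound / Signal: Fluo-8 fluorescence / Replicates: singlicate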
M1 ag parental: counter-screen for M1 agonists: effect in parental CHO-K1 cells; Fluo-8 calcium fluorescence; scaled to maximal ATP response, vehicle zero; activation, % at 3 µM; hit rate 0.48% among 360,000; AID 602248; in the data active = activation above about 15%;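 also: untransfected CHO-K1 host cells lacking M1 receptor as counterscreen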
TAAR1 antag: human TAAR1 antagonism; Q96RJ0; CHO RD-HGA16 TAAR1, Fluo-8 calcium fluorescence, antagonist; inhibition, % at 3 µM; hit rate 1.5% among 360,000;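 active = inhibition above a per-plate cutoff, the mean inhibition of test compounds on that plate plus 3 SD, cut at about 49% in these data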;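 also: 0% = DMSO plus EC80 beta-PEA response and 100% = DMSO alone without agonist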
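System: RD-HGA16 CHO cells with stable hTAAR1 and Gα16 | Probe or stimulus: EC80 β-phenethylamine stimulus | Dosing: 3 µM, single point | Times: Dye loading 75 min at 37 °C, then 30 min room temperature | Measured by: Fluo-8 calcium-sensitive fluorescence | Read-out basis: % inhibition of agonist calcium response | Replicates: n of 1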
OXTR potentiate: human OXTR potentiation; P30559; activation, % at 3 µM; hit rate 0.061% among 320,000; CHO-OTR cells, Fluo-8 calcium fluorescence, potentiator mode; 0% = oxytocin EC15, 100% = EC100; AID 2445;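 active = activation above that plate's cutoff, the mean activation of tested compounds plus 3 SD, cut at about 6.6% in these data, passing the limit was not always enough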;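 also: 100% uses oxytocin at 75 nM as the full agonist control; some results filed as inactive read as strong as hits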
Target sequence (P30559 whole entry, looked up): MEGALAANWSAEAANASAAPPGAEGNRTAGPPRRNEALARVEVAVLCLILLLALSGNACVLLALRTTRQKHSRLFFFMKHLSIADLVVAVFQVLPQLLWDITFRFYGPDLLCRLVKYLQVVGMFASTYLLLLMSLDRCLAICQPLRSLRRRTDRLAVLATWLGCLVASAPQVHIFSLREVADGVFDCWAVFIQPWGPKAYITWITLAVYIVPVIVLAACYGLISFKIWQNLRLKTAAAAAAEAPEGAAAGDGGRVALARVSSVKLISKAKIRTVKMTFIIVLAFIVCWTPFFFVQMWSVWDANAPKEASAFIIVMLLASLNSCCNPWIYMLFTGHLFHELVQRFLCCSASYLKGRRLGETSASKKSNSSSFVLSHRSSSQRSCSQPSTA
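Measured by – Fluo-8 calcium dye fluorescence · Test system – human OTR in CHO cells · Dosing – one concentration, 3.0 µM compound · Controls – EC15 oxytocin alone as 0%, 75 nM oxytocin as 100% · Evaluation – normalized max/min fluorescence ratio, % activation · Timing – 6 min pre-incubation, 100 s read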
CHO-K1 Ca PAM: nonselective activator or artifact in parental CHO-K1 calcium assay | ATP EC20, Fluo-8 calcium fluorescence; 0% at ATP EC20, 100% at ATP max | activation, % at 3 µM | hit rate 0.02% among 360,000 | AID 602247;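 active = activation above the run cutoff, the mean activation of all test compounds plus 3 SD, cut at about 40% in these data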;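 also: peak over basal fluorescence ratio in a 140 s read after ATP addition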
GPR7 antag: human neuropeptides B/W receptor 1 antagonism; P48145; GPR7-expressing cells, fluorescence antagonist assay; inhibition, % at 4.4 µM; hit rate 1.1% among 290,000; in the data active = inhibition above about 16%, passing the limit was not always enough;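 also: cells stimulated with the agonist NPW; 0% = agonist with vehicle and 100% = vehicle without agonist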
CHO-K1 Ca antag: counter-screen for M1 antagonists: effect in parental CHO-K1 cells. hit rate 0.6% among 360,000. inhibition, % at 3 µM. AID 602250. ATP-induced calcium, Fluo-8 fluorescence;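 active = inhibition above a per-plate cutoff, the plate's mean sample inhibition plus 3 SD, cut at about 24% in these data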;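 also: 0% = DMSO plus EC80 ATP and 100% = DMSO alone without ATP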
OXTR ag: agonists of human oxytocin receptor; CHO-OTR cells, Fluo-8 calcium fluorescence; normalized: DMSO 0%, oxytocin 100%; activation, % at 3 µM; hit rate 0.32% among 320,000;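 active = activation above the mean of all tested compounds plus 3 SD, cutoff set per screening run, cut at about 20% in these data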;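 also: peak over basal fluorescence ratio from a 100 s FLIPR kinetic read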
V1aR counter: counter-screen for oxytocin receptor agonists: human V1a receptor agonists; P37288; CHO-V1R cells, Fluo-8 calcium fluorescence, agonist mode; 0% DMSO, 100% 3 nM vasopressin; activation, % at 3 µM; hit rate 0.25% among 320,000; AID 2797;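 active = activation above the mean activation of all tested compounds plus 3 SD, per screening run, cut at about 20% in these data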;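 also: signal is peak over basal fluorescence ratio across a 100 second FLIPR read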
Target sequence (P37288 whole entry, looked up): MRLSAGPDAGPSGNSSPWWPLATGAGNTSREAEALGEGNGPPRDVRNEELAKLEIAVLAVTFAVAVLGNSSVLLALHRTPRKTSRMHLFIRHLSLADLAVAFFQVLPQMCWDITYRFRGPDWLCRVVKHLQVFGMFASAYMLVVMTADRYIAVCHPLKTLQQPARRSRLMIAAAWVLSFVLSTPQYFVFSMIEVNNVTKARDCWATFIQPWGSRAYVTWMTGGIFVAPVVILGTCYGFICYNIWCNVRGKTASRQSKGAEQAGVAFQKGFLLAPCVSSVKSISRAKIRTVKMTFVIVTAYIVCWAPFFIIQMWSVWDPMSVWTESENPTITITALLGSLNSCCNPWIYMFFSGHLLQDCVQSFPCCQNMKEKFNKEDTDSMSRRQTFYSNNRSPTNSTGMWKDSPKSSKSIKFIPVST
* marks the source's active call; other numbers are inactive results; / = no result given.

Results follow in this order: CHO parental Ca, M1 ag parental, TAAR1 antag, OXTR potentiate, CHO-K1 Ca PAM, GPR7 antag, CHO-K1 Ca antag, OXTR ag, V1aR counter
#1 CN1CCC(N(C)C(=O)c2cccc(S(=O)(=O)N3CCc4ccccc43)c2)CC1
→ -16, 0.1, -30, -2, 6, /, -12, 0.2, 0.5
#2 Cn1c(N)c(C(=O)COC(=O)c2ccnc3ccccc23)c(=O)n(C)c1=O
→ 1, -0.2, 8, -12, -19, -5, -5, 1.4, 0.9
#3 Cc1ccc(NC(=O)C(=O)NCCN2CCN(C(=S)Nc3ccccc3)CC2)cc1
→ -17, 2.7, 12, -6, 28, 0, -16, 1.2, 3.0
#4 Cc1cc(=O)[nH]c(NN=C(CC(C)C)CC(C)C)n1
→ 4, -0.2, -2, 1, -11, -4, 15, 0.2, 0.8
#5 CCCCn1c(SCC(=O)NC(C)CC)nc2ccc(N3CCOCC3)cc2c1=O (stereo not drawn)
→ -9, 0.3, 6, -2, 11, -9, 1, -0.8, -0.1
#6 CC1CCCCC1NC(=O)COC(=O)c1ccc2c(c1)OCCO2 (stereo not drawn)
→ -16, 0.8, -15, 1, -3, /, -11, 2.3, 0.8
#7 Cc1ccc(-c2nnc(SCC(=O)N/N=C/c3ccc(C)s3)n2-c2ccccc2)cc1
→ -19, -0.2, -15, -3, 17, -11, -9, -2.7, -0.8
#8 O=C(CSc1nnc(CNC(=O)c2ccc(F)cc2)o1)NCC1CCCO1 (stereo not drawn)
→ 7, 0.2, -19, 2, -5, -6, -1, 0.6, 1.8
#9 CCn1c(=O)c(C(=O)NCCNCCO)c(O)c2ccccc21
→ -29, 0.1, -1, 4, 11, -10, -3, 1.3, 0.4
#10 Nc1nc(SCC(=O)NCCO)nc2sc3c(c12)CCCC3
→ -7, 0.5, 0, -2, 23, -2, -3, 0.3, 0.0
#11 O=C(Nc1cc(=O)[nH]c(=O)[nH]1)c1cc(Cl)ccc1Cl
→ 1, 0.7, -7, -1, 27, 5, -4, 1.2, 0.1
#12 CC(C)(C)c1nc2c(s1)CCc1onc(-c3ccc(Br)cc3)c1-2
→ 5, 0.8, -4, -3, 15, /, -12, -0.2, 0.3
#13 Cc1ccc([C@H]2C[C@@H](n3cc(C4CC4)nn3)[C@H](O)CN2Cc2cccs2)cc1
→ /, 0.5, 3, /, 13, /, -9, /, /
#14 CCCCNC(=O)N1CCCN(c2ccc(C#N)cn2)CC1
→ 6, 1.0, -6, -4, 13, 4, -18, 2.0, 1.4
#15 CCCCn1c(O)c2n(c1=O)Cc1ccccc1N=C2c1ccc(C)cc1
→ /, -0.4, -21, /, 8, /, -17, /, /
#16 S=C(NCCN1CCOCC1)Nc1ccc(-c2nc3ccccc3[nH]2)cc1
→ 10, 3.6, 18, -17, 26, -14, -12, 5.1, 2.1
#17 CC(C)(C)c1ccccc1NC(=S)NCc1ccccc1
→ -10, -0.1, -2, -2, 18, -7, -6, -1.2, -1.1
#18 CN(C)CC1CCC/C(=C\c2ccc(OC(=O)c3ccc(Cl)cc3)cc2)C1=O (stereo not drawn)
→ /, -0.6, 12, /, -15, /, 13, /, /
#19 Cc1cc(Br)c2nc3c(c(C(=O)O)c2c1)CCCCC3
→ 1, 0.4, 15, 4, 15, -7, -9, 2.6, 0.3
#20 CC(C)[C@H](NS(=O)(=O)c1ccccc1)C(=O)OCC(=O)NC(=O)c1cccn1C
→ -13, 1.3, 2, -12, 26, 2, -15, 2.3, 0.6
#21 CCOC(=O)N1CCN(S(=O)(=O)c2cccc3nsnc23)CC1
→ -20, 0.7, -5, 4, 10, -4, -14, -0.2, 2.1
#22 COc1ccc(N=Cc2nc(-c3ccco3)oc2O)cc1
→ -16, 0.1, 21, -6, 4, -3, -1, -1.5, -0.4
#23 O=C(Nc1cccc(C(F)(F)F)c1)C1Cc2c(-c3ccccc3Oc3ccccc3)ccnc2O1 (stereo not drawn)
→ /, -0.1, 34, /, -1, /, 3, /, /
#24 Cc1ccccc1/C=C/C(=O)NCC(=O)N1CCC(N(C)C2CCCCC2C)CC1 (stereo not drawn)
→ -10, -0.1, 13, -4, -13, -18, 6, -0.7, -0.6
#25 Cn1nc(C(=O)NC2CCCCC2)c2c1-c1ccccc1S(=O)(=O)C2
→ -8, 1.5, -10, -10, 19, 5, -10, 3.1, 4.8
#26 COC(=O)c1cc(C)sc1NC(=O)CC1Nc2ccccc2NC1=O (stereo not drawn)
→ /, 0.3, -26, /, 17, -6, -13, /, /
#27 O=C(Nc1cccc2ccccc12)c1cccc([N+](=O)[O-])c1
→ -23, 4.4, -12, -1, 15, -12, -13, -1.2, -0.5
#28 CC(=O)C1=C(C)N(CC2CC2)C(=O)N[C@H]1c1ccc(Br)cc1
→ -11, -0.1, 10, -12, 13, 6, -17, -0.1, 8.5
#29 CCN(CC)CCCN(Cc1cc2cc(OC)c(OC)cc2[nH]c1=O)C(=O)Nc1ccccc1
→ 1, -0.1, 5, 2, -2, -4, 17, 0.9, 0.1
#30 COc1ccc(C[C@H]2CN3C(=NC[C@H]3Cc3ccccc3)N2CCNC(=O)CCC2CCCCC2)cc1
→ -23, -0.8, -5, 0, 0, 7, -6, -1.7, -1.7

Reprinted from the part before: 5 compounds, then new ones.
Results follow in this order: CHO parental Ca, M1 ag parental, TAAR1 antag, OXTR potentiate, CHO-K1 Ca PAM, GPR7 antag, CHO-K1 Ca antag, OXTR ag, V1aR counter
#26 COC(=O)c1cc(C)sc1NC(=O)CC1Nc2ccccc2NC1=O (stereo not drawn)
→ /, 0.3, -26, /, 17, -6, -13, /, /
#27 O=C(Nc1cccc2ccccc12)c1cccc([N+](=O)[O-])c1
→ -23, 4.4, -12, -1, 15, -12, -13, -1.2, -0.5
#28 CC(=O)C1=C(C)N(CC2CC2)C(=O)N[C@H]1c1ccc(Br)cc1
→ -11, -0.1, 10, -12, 13, 6, -17, -0.1, 8.5
#29 CCN(CC)CCCN(Cc1cc2cc(OC)c(OC)cc2[nH]c1=O)C(=O)Nc1ccccc1
→ 1, -0.1, 5, 2, -2, -4, 17, 0.9, 0.1
#30 COc1ccc(C[C@H]2CN3C(=NC[C@H]3Cc3ccccc3)N2CCNC(=O)CCC2CCCCC2)cc1
→ -23, -0.8, -5, 0, 0, 7, -6, -1.7, -1.7
#31 Cc1occc1C(=O)N/N=C/C1=C(N2CCOCC2)C(=C/c2ccc(Cl)cc2Cl)/CC1
→ /, 6.3, -17, /, 4, /, -1, /, /
#32 CN(NC1OC(=O)c2ccccc21)c1ncc(Cl)cc1C(F)(F)F (stereo not drawn)
→ -8, -0.2, -28, -1, 1, -3, -1, -1.4, -1.0
#33 CCOCCn1c(=NC(=O)CSCC(=O)N2CCOCC2)sc2cc(OC)ccc21
→ -19, 0.5, 0, -5, -9, -6, -8, -1.1, -1.0
#34 N#Cc1cnn2cc(CCN3CCOCC3)c(-c3ccc(F)cc3)nc12
→ -6, 0.1, -11, 4, -13, -7, -2, 0.6, 1.2
#35 CC(=O)c1ccc(S(=O)(=O)N2CCC(c3nc4ccccc4[nH]3)CC2)cc1
→ -5, 4.2, 10, -1, -22, -2, -12, -1.6, 0.2
#36 O=P(CCN1CCCCC1)(c1ccccc1)c1ccccc1
→ -5, 0.6, 1, -19, 11, -4, -1, -0.8, -1.0
#37 CCCn1nc(C(=O)NC2CC2)c2ccccc2c1=O
→ -1, 0.1, -5, -2, -3, /, -2, 0.0, 1.2
#38 Cc1sc(-c2ccccn2)nc1OC(=O)c1cccc(Cl)c1Cl
→ -19, -0.4, -8, 2, -5, -9, 3, -1.3, -0.3
#39 Cc1ccc(N=Nc2ccc3ccccc3c2O)cc1
→ -5, 0.0, -11, 3, 8, -6, 2, 3.1, 1.2
#40 O=C(CSc1nnc(C2CC2)n1C1CC1)N1CCN(c2ccc(O)cc2)CC1
→ /, -0.1, 1, /, 15, /, 1, /, /
#41 Cc1cccc(Cn2c(N(C)Cc3ccccc3)nc3c2c(=O)[nH]c(=O)n3C)c1
→ -13, 0.7, -29, -5, 21, 11, -8, -1.2, -1.8
#42 COc1ccccc1CN(C)S(=O)(=O)c1cccs1
→ -13, -0.1, 9, -3, 1, -4, -10, -0.9, -0.6
#43 N#Cc1ccccc1NC(=O)c1ccccc1OCC(=O)Nc1ccc2c(c1)oc1ccccc12
→ -12, 0.3, 18, 1, 13, -1, -14, 0.1, 0.1
#44 O=C(CN(Cc1ccccc1Cl)C(=O)c1csnn1)NC1CCCC1
→ -6, -0.6, -9, -2, 1, 3, -3, 0.2, 0.5
#45 O=C(Nc1nccs1)c1cc(S(=O)(=O)N2CCOCC2)c(Cl)cc1Cl
→ -25, 3.2, 11, -2, -10, -4, -3, 2.7, 1.4
#46 O=C(Nc1ccccc1N1CCOCC1)c1ccccc1NS(=O)(=O)c1ccc(F)cc1
→ -13, 2.4, -5, -10, 11, 1, 3, 6.8, 7.1
#47 CCCCCCN1C[C@H](O)[C@@H](n2cc(-c3ccc(F)cc3)nn2)C[C@@H]1c1ccc(C)cc1
→ /, 0.3, -15, /, -10, /, 13, /, /
#48 CCOC(=O)C1CCCN(C(=O)c2sc3nc(-c4ccc(OC)cc4)cn3c2C)C1 (stereo not drawn)
→ -19, 0.2, 4, 0, 15, -8, -5, -1.1, -0.1
#49 COc1ccc(-c2noc(N3CCC(C(=O)N(C)c4ccccc4)CC3)n2)cc1
→ -6, 3.6, 5, -5, 15, -8, -5, 2.4, 3.8
#50 CC(=O)Nc1cccc(C(=O)OCC(=O)NC2CCCCCCC2)c1
→ -3, 15*, 19, -14, -10, /, -14, 17, 9.8
#51 CCCCc1c(O)nc(SCC(=O)c2ccccc2)[nH]c1=O
→ 9, 0.3, -17, -13, 13, 8, 12, -0.6, -0.3

Compound activity as filed in PubChem.
